ZTA DNA inh = ZTA (EBV) inhibition in EBNA-1 counter-screen. P03206. ZTA-DNA binding, fluorescence polarization. inhibition, % at 11 µM. 320,000 compounds, 0.15% hits. AID 2234; in the data active = inhibition above about 33%
Target sequence (P03206 whole entry, looked up): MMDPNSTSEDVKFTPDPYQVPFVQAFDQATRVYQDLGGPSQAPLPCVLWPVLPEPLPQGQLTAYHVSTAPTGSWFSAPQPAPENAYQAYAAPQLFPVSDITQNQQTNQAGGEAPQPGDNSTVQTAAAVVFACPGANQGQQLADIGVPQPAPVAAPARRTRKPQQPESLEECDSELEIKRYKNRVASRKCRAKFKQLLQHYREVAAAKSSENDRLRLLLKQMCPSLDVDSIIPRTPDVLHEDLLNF
PAFAH1B3 FP inh = PAFAH1B3 enzyme inhibitors, primary screen, biochemical, fluorescence polarization, human. recombinant PAFAH1B3, FP-rhodamine probe. inhibition, % at 3.39 µM. 340,000 compounds, 0.28% hits;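 active = inhibition above the screen-wide average of all tested compounds plus 3 SD, cut at about 25% in these data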;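 note: 0% = enzyme with DMSO only and 100% = wells lacking PAFAH1B3 protein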
pPAFAH inh = pPAFAH enzyme inhibitors, primary screen, biochemical, fluorescence polarization, human | Platelet-activating factor acetylhydrolase (Homo sapiens), Q13093 | recombinant pPAFAH, FP-rhodamine probe fluorescence polarization | inhibition, % at 3.39 µM | 330,000 compounds, 1.5% hits | AID 463082, 2010;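 active = inhibition above the mean inhibition across the screen plus 3 SD, cut at about 25% in these data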;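 note: inhibitors block binding of the rhodamine activity-based probe so polarization drops; 0% = enzyme with DMSO and 100% = wells lacking pPAFAH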
Target sequence (Q13093 whole entry, looked up): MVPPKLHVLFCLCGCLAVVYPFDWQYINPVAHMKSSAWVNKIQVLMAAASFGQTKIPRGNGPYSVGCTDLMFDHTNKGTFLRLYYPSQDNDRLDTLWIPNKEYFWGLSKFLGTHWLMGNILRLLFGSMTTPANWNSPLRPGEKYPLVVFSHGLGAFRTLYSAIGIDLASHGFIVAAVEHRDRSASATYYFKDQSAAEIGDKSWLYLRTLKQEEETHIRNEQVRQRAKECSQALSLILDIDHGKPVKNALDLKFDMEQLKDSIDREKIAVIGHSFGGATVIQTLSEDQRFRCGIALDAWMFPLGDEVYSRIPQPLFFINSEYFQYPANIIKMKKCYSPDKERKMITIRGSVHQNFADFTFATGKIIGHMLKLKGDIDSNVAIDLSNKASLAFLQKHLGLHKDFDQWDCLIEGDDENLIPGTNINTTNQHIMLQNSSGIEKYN
PREPL inhibitor = PREPL enzyme inhibitors, primary screen, biochemical, fluorescence polarization. Prolyl endopeptidase-like (Homo sapiens), Q4J6C6. 320,000 compounds, 0.68% hits. recombinant PREPL, fluorescence polarization activity-based probe. inhibition, % at 5.96 µM; in the data active = inhibition above about 43%;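 note: 0% = enzyme with DMSO and 100% = wells lacking enzyme; many of its hits are not listed in these tables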
EBNA-1 inh = EBNA-1 DNA-binding inhibitors, primary screen, biochemical, fluorescence polarization; inhibition, % at 14.8 µM; 300,000 compounds, 0.34% hits; in the data active = inhibition above about 28%
PAFAH2 FP inh = PAFAH2 enzyme inhibitors, primary screen, biochemical, fluorescence polarization, human; AID 492956, 2010; 340,000 compounds, 0.99% hits; inhibition, % at 3.39 µM; recombinant PAFAH2, FP-rhodamine activity probe; Platelet-activating factor acetylhydrolase 2, cytoplasmic (Homo sapiens), Q99487;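 active = inhibition above the mean over all tested compounds plus 3 SD, cut at about 30% in these data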;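 note: inhibitors block probe labeling of enzyme so polarization drops; 0% = enzyme with DMSO and 100% = wells lacking PAFAH2 protein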
LYPLA2 counter = LYPLA2 inhibitors, primary screen, counter-screen for PME1 inhibitor project, biochemical, fluorescence polarization, FP-Rh probe ABPP; 320,000 compounds, 0.38% hits; Acyl-protein thioesterase 2 (Homo sapiens), O95372; inhibition, % at 5.9 µM; recombinant LYPLA2;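 active = inhibition above the screen-wide mean plus 3 SD, limit set per campaign, cut at about 26% in these data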;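 note: 0% = LYPLA2 with DMSO and 100% = wells lacking LYPLA2 enzyme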
LYPLA1 inh = LYPLA1 inhibitors, primary screen, counter-screen for PME1 inhibitor project, biochemical, fluorescence polarization, FP-Rh probe ABPP. Acyl-protein thioesterase 1 (Homo sapiens), O75608. recombinant LYPLA1. inhibition, % at 5.9 µM. 320,000 compounds, 0.16% hits. AID 2174, 2009;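 active = inhibition above the mean of all tested compounds plus 3 SD, set per campaign, cut at about 14% in these data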;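 note: inhibitors block serine hydrolase probe labeling of LYPLA1 so polarization falls; 0% = enzyme with DMSO and 100% = wells lacking LYPLA1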
Target sequence (O75608 whole entry, looked up): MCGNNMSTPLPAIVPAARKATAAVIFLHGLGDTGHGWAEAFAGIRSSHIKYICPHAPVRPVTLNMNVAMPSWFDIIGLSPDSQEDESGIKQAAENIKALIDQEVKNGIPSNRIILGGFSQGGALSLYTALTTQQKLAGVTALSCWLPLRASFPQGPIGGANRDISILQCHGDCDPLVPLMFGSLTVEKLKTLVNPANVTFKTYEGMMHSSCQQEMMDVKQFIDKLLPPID
PAFAH1B2 inh = PAFAH1B2 enzyme inhibitors, primary screen, biochemical, fluorescence polarization, human. recombinant PAFAH1B2, FP-rhodamine activity probe. inhibition, % at 3.39 µM. 340,000 compounds, 1.2% hits;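 active = inhibition above the mean of all tested compounds plus 3 SD, cut at about 24% in these data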;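 note: 0% = enzyme with DMSO and 100% = wells lacking PAFAH1B2; many of its hits are not listed in these tables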
The depositor's hits bear a star; x = not tested or not shown. This is a subset; the hit share may differ from the screen's.

SMILES | ZTA DNA inh | PAFAH1B3 FP inh | pPAFAH inh | PREPL inhibitor | EBNA-1 inh | PAFAH2 FP inh | LYPLA2 counter | LYPLA1 inh | PAFAH1B2 inh
NC[C@H](O)c1ccc(O)c(O)c1 | 2.8 | 3.5 | 5.9 | -6.9 | 8.7 | 5.7 | -0.2 | 0.0 | 2.3
CC(=O)c1cccc(NC(=O)N2CCCC2C(=O)NCc2ccc(F)cc2)c1 (stereo unspecified) | 4.4 | 4.1 | -1.6 | 0.4 | -4.7 | -1.1 | -2.0 | -4.5 | 3.6
COc1ccc(Cc2nc3ccc(C(=O)N(C)Cc4nccs4)cc3o2)cc1OC | -2.6 | 8.9 | 2.5 | 12.3 | -4.9 | -3.3 | -0.2 | 1.8 | 0.0
CCOc1ccccc1-c1nnc(CS(=O)(=O)c2ccccc2)o1 | -5.8 | 10.3 | -4.7 | -0.6 | -3.1 | 3.0 | -4.7 | -0.7 | 3.5
CCOC(=O)CNC(=O)CSc1nnc(-c2ccccc2OC)n1CC | -6.3 | 11.1 | 4.1 | 6.5 | 2.7 | -1.7 | -2.7 | 1.6 | 0.9
CC1=C(C(=O)OCC2CCCO2)C(c2ccsc2)C2=C(CC(C)(C)CC2=O)N1 (stereo unspecified) | -4.0 | 6.5 | 0.6 | 14.8 | -11.0 | -2.1 | -5.0 | -5.7 | 5.7
COc1ccc(-c2nc(SCC(=O)N3CCCC3)n[nH]2)cc1 | 16.4 | 1.2 | 4.6 | 2.3 | 5.0 | 6.1 | 4.3 | 2.0 | 4.0
O=C(NNC(=O)c1cccc(S(=O)(=O)Nc2ccc(Cl)cc2)c1)c1ccc(=O)[nH]c1 | 11.3 | 6.6 | 17.7 | -6.7 | x | -6.3 | -4.5 | -2.8 | 5.3
O=C(CN1CCN(C(=O)c2ccco2)CC1)Nc1cccc([N+](=O)[O-])c1 | -4.4 | 3.1 | 4.9 | -6.6 | 13.4 | -0.9 | 0.4 | 3.4 | -1.2
Cc1ccc(C(=O)NCC(=O)Nc2ccc3c(c2)CCC3)cc1 | x | 8.8 | 5.3 | 4.6 | x | 0.7 | x | x | 3.6
Cc1cc(C)cc(C(=O)NCC(=O)NNC(=O)CSc2ccccc2F)c1 | 3.3 | 2.5 | -2.9 | -3.7 | x | 1.8 | -3.1 | -3.5 | 2.2
Cc1cc(C(=O)COC(=O)CC2Sc3ccccc3NC2=O)c(C)n1-c1cccc(C(F)(F)F)c1 (stereo unspecified) | 7.9 | -3.8 | 9.8 | 1.0 | 0.6 | 7.2 | -13.1 | -5.1 | -4.5
Cc1ccc(NC(=O)N(Cc2ccco2)C(C)c2ccco2)cc1C (stereo unspecified) | -2.9 | 2.1 | 3.0 | 0.9 | 8.3 | 11.0 | 6.1 | -0.1 | -1.3
CCOC(=O)C1(CCc2ccccc2)CCN(C(=O)Cc2nonc2C)CC1 | -1.8 | 11.8 | 8.6 | -4.4 | -13.7 | 7.3 | 3.3 | -1.8 | 12.7
COc1ccc(S(=O)(=O)N(C)C[C@H]2Oc3ccc(NC(=O)Cc4cn(C)c5ccccc45)cc3C(=O)N([C@@H](C)CO)C[C@@H]2C)cc1 | x | -2.3 | 4.2 | 8.6 | x | -5.3 | x | x | 2.6
Cc1ccc(/C=C/C(=O)N2CCN(Cc3ccccc3)CC2)o1 | 2.7 | 4.4 | 2.4 | 4.8 | 7.6 | 11.5 | 1.9 | 2.1 | 6.2
CC(c1ccco1)N(C(=O)c1cc(Cl)cc(Cl)c1)c1ccccn1 (stereo unspecified) | -13.6 | 2.1 | -1.0 | 5.2 | -5.6 | 4.8 | -2.5 | -0.3 | 1.7
COc1ccc2nc(Nc3nc4cc5c(cc4s3)OCO5)sc2c1 | -25.5 | 15.6 | 5.8 | 9.5 | 3.9 | -8.1 | -0.2 | 1.3 | -0.5
CC(C)CCN1C(=O)C2(OCCCO2)c2cc(Cl)ccc21 | 2.1 | 2.2 | 6.5 | 17.9 | -14.1 | 2.0 | -0.7 | 2.3 | 2.8
COc1ccc(C2c3ccc4ccccc4c3Oc3ncn(CCN(C)C)c(=N)c32)cc1 (stereo unspecified) | 5.3 | 10.8 | -4.5 | 37.8 | 1.6 | 1.1 | -10.6 | -4.3 | 2.2
CCn1c(=O)c2sccc2n2c(CCCC(=O)NCc3cccnc3)nnc12 | -2.4 | 13.1 | 6.5 | 7.2 | 6.3 | 7.5 | 4.8 | 4.1 | -3.7
CSc1ccccc1NC(=O)C1C2CCC(C2)C1C(=O)O (stereo unspecified) | -13.0 | -0.6 | 1.6 | 15.1 | -6.9 | 7.8 | 1.2 | 0.5 | 2.4
CC(=NCCc1ccccc1)C1=C(O)CCC1=O | -3.8 | 7.9 | 0.4 | 19.2 | 3.2 | 1.1 | 1.4 | 2.5 | -1.1
CC(C)C(NS(=O)(=O)c1cccs1)C(=O)NCc1ccccc1 (stereo unspecified) | 4.0 | -1.0 | -1.4 | -4.5 | 0.8 | 3.1 | -6.5 | -1.4 | 4.1
O=C(NC1CCCC1)C(c1ccc(F)cc1)N(Cc1ccccc1Cl)C(=O)CCl (stereo unspecified) | -1.9 | -0.9 | -1.4 | 2.0 | -7.2 | -0.4 | 2.0 | 2.3 | -0.5
Other compounds:
SMILES | ZTA DNA inh | PAFAH1B3 FP inh | pPAFAH inh | PREPL inhibitor | EBNA-1 inh | PAFAH2 FP inh | LYPLA2 counter | LYPLA1 inh | PAFAH1B2 inh
NC(=O)C1(N2CCCCC2)CCN(C(=O)CCCn2c(=O)[nH]c3ccsc3c2=O)CC1 | -12.4 | -0.8 | -4.0 | 3.3 | -6.7 | 4.8 | 9.2 | 1.2 | 4.2
COc1ccc(OS(=O)(=O)c2c(C)noc2C)cc1 | 9.6 | 2.1 | 1.5 | -5.0 | 1.4 | 2.1 | 11.8 | 3.4 | 1.1
COc1ccc(Nc2nc3ccccc3s2)cc1 | 1.2 | 6.6 | 3.8 | 23.0 | -26.2 | 5.7 | -0.4 | 0.0 | 4.3
O=S(=O)(c1cccc(F)c1)N1CCN(c2ncnc3scc(-c4ccc(F)cc4)c23)CC1 | 10.6 | 4.6 | 1.8 | 3.1 | -3.5 | 0.2 | -7.8 | -2.4 | 4.2
N#Cc1ccccc1OCC(=O)NC(=O)NCc1ccccc1 | 0.7 | 7.9 | 2.2 | -1.1 | 4.8 | 0.5 | 1.1 | 2.2 | 4.2
O=C1CCc2ccccc2O1 | x | 6.0 | 4.5 | 9.4 | x | 12.0 | x | x | 0.3
Cc1cccc(C(=O)OCC(=O)NNC(=O)c2cccs2)c1O | -5.6 | 7.5 | 1.1 | -8.5 | 3.5 | 0.4 | 1.7 | -0.9 | 5.7
CCc1nnc(NC(=O)CS(=O)(=O)Cc2ccccc2)s1 | 13.9 | 3.6 | 0.4 | -6.3 | 13.5 | -1.6 | -2.6 | 0.6 | 3.2
CCOC(=O)CCSc1nc2c(c(C(F)(F)F)c1C#N)CCC2 | 9.7 | 5.8 | 2.7 | -5.1 | 9.9 | 8.0 | -1.6 | -0.8 | 6.8
CC(=O)c1ccc(N2CCN(C(=O)c3cc(-c4ccncc4)nc4ccc(Cl)cc34)CC2)cc1 | -5.9 | 1.6 | -2.7 | -5.4 | 2.1 | -10.8 | -4.7 | -6.5 | -5.3
CCOc1ccc(C(=O)NCC(=O)N2CC=C(c3ccccc3)CC2)cc1OCC | 7.3 | 1.3 | 3.0 | 8.3 | -3.4 | -4.4 | 5.9 | 4.3 | 3.1
COC(=O)c1c(NC(=O)CSc2nncs2)sc2c1CCCCC2 | -8.5 | 0.2 | 12.2 | 0.3 | -4.4 | 6.0 | 1.8 | 0.2 | 2.5
COC(=O)C1=C(C)N(CCCC(=O)O)C(=O)NC1c1cccc(Cl)c1Cl (stereo unspecified) | -2.7 | 5.9 | -0.1 | -8.6 | 2.2 | 1.6 | 4.5 | 1.8 | 2.9
c1ccc(C[C@H]2CNCCN2CC2(c3ccccc3)CC2)cc1 | -8.7 | 1.7 | 1.3 | -1.2 | 8.7 | -1.5 | -2.4 | 1.2 | 7.2
O=C(Cn1cc(C(F)(F)F)ccc1=O)N/N=C/c1ccc(Cl)c(Cl)c1 | 2.5 | 1.1 | 4.6 | -3.5 | 10.9 | -3.7 | 4.8 | -2.8 | 1.8
Cc1ccc2c(c1)c1c(n2CC(O)Cn2c(C)nc3ccccc32)C(=O)CCC1 (stereo unspecified) | -12.4 | 0.5 | 1.6 | 14.7 | 2.8 | 5.7 | -2.0 | -4.7 | -2.7
COc1cc(O)c(C(CCN2CCCC2)c2ccc(N(C)C)cc2)c(OC)c1 (stereo unspecified) | -22.6 | 8.2 | 4.1 | 39.9 | -6.0 | 5.1 | 0.7 | -2.0 | 0.8
CN(c1ccccc1)S(=O)(=O)c1ccc(NC(=O)c2ccc(F)cc2)cc1 | 8.3 | 0.8 | -8.8 | -10.8 | -1.9 | -3.0 | -26.7 | -15.2 | -3.0
C=CCn1c(=N)n(CC(O)c2ccco2)c2ccccc21 (stereo unspecified) | -29.2 | 15.6 | 3.2 | 7.6 | -6.9 | -0.1 | 5.7 | 3.3 | 7.6
COc1ccc(C(=O)NC(CO)c2nnc(SCc3ccc(Cl)c(Cl)c3)n2C)cc1 (stereo unspecified) | -4.8 | -6.0 | -2.0 | -0.3 | 4.1 | 1.2 | 5.5 | 1.0 | -0.5
CSc1nnc(-c2ccc(NC(=O)CCc3ccccc3)cc2)n1C | -15.3 | 3.4 | -1.5 | 13.4 | 1.2 | 5.2 | 6.4 | 3.2 | 0.8
O=C(O)C1CCN(C(=O)c2cc(F)cc3c2OCOC3)CC1 | 2.7 | x | -2.5 | 4.0 | 9.9 | x | 8.1 | 0.7 | x
CN1C(=O)C(CC(=O)NC2CCCCC2)SC1=Nc1ccccc1 (stereo unspecified) | 14.0 | 7.4 | -2.0 | -1.6 | -3.2 | 0.9 | -2.7 | 2.0 | 6.5
Cc1cc(C(=O)Nc2ccccc2N2CCOCC2)c2ccccc2n1 | -3.4 | 6.7 | 3.8 | 9.6 | 5.0 | -1.9 | 15.8 | -1.6 | 5.2
Cn1ccnc1SCC(=O)c1ccc(OC(F)F)cc1 | 8.1 | 9.8 | 5.2 | 3.2 | -8.4 | -1.2 | 5.2 | 0.7 | 1.0

Just LYPLA2 counter, for some of the entries so far:
Structure | LYPLA2 counter
NC(=O)C1(N2CCCCC2)CCN(C(=O)CCCn2c(=O)[nH]c3ccsc3c2=O)CC1 | 9.2
COc1ccc(OS(=O)(=O)c2c(C)noc2C)cc1 | 11.8
COc1ccc(Nc2nc3ccccc3s2)cc1 | -0.4
O=S(=O)(c1cccc(F)c1)N1CCN(c2ncnc3scc(-c4ccc(F)cc4)c23)CC1 | -7.8
N#Cc1ccccc1OCC(=O)NC(=O)NCc1ccccc1 | 1.1

Exported as a markdown table: 2 of the compounds above
| Compound | ZTA DNA inh | PAFAH1B3 FP inh | pPAFAH inh | PREPL inhibitor | EBNA-1 inh | PAFAH2 FP inh | LYPLA2 counter | LYPLA1 inh | PAFAH1B2 inh |
| --- | --- | --- | --- | --- | --- | --- | --- | --- | --- |
| O=C1CCc2ccccc2O1 | x | 6.0 | 4.5 | 9.4 | x | 12.0 | x | x | 0.3 |
| Cc1cccc(C(=O)OCC(=O)NNC(=O)c2cccs2)c1O | -5.6 | 7.5 | 1.1 | -8.5 | 3.5 | 0.4 | 1.7 | -0.9 | 5.7 |

Screens as filed in PubChem BioAssay.
